Screening results (PubChem BioAssay)
p-CIP stab down – p/CIP-EGFP fusion destabilizers, primary screen, fluorescence, F442A cells; 16 h; Q05BA5; hit rate 0.01% among 290,000; decrease of EGFP signal, % at 10 µM;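 active means EGFP signal decrease of at least 30% at 10 µM or well 3 SD below plate mean, unless failing retest; inactive means the rest, including hits failing retest or dose response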; further: some compounds called inactive have numbers as strong as hits; many of its hits are not listed in these tables
Target sequence (Q05BA5 1-1403): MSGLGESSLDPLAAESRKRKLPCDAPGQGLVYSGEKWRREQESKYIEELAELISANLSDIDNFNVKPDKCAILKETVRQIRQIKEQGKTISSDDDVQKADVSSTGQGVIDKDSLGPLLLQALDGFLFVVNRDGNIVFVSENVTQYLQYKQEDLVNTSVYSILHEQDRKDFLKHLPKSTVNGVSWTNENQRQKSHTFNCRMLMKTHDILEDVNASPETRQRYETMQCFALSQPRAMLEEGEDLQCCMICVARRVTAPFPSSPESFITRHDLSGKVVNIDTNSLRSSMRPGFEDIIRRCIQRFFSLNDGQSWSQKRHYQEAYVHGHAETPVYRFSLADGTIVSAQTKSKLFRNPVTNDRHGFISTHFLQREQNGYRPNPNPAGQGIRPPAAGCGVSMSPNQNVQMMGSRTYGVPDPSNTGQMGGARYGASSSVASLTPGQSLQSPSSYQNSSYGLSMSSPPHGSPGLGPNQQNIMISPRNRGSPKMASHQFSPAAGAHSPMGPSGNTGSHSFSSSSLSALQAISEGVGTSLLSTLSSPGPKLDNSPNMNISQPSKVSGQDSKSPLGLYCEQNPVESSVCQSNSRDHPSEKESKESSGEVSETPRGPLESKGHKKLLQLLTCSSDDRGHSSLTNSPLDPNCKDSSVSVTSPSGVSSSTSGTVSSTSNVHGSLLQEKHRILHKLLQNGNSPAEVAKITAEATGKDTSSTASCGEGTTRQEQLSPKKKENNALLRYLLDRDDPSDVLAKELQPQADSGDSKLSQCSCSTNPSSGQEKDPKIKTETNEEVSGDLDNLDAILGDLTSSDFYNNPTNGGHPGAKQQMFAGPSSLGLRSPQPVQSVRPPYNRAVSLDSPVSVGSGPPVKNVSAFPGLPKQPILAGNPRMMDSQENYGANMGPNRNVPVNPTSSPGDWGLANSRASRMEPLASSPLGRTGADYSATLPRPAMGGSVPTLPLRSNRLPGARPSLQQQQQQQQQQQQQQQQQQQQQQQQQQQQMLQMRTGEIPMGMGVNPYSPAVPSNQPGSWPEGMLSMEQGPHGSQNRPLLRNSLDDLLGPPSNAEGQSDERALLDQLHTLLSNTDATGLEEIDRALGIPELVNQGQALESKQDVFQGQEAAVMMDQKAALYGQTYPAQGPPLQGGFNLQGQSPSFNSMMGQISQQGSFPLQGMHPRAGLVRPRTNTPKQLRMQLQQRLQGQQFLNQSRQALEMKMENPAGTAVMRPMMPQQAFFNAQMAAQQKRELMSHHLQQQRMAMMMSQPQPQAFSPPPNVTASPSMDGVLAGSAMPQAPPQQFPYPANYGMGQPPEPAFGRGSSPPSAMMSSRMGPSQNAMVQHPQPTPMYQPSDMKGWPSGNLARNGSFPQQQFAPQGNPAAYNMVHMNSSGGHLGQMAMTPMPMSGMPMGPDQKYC
IMP-1 inhibitor – IMP-1 metallo-beta-lactamase inhibitors, primary screen, biochemical, epi-absorbance readout, Pseudomonas aeruginosa enzyme; metallo-beta-lactamase IMP-1 (Pseudomonas aeruginosa); purified IMP-1, nitrocefin hydrolysis, epi-absorbance fluorescence; inhibition, % at 5.6 µM; hit rate 0.45% among 290,000; AID 1556, 2009;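 active means inhibition above the mean plus 3 SD of all compounds in the same screening run, cut at about 4.5% in these data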;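 further: 0% = IMP-1 with DMSO and 100% = DMSO wells lacking enzyme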
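System: purified recombinant IMP-1 beta-lactamase. Medium: Zinc- and detergent-supplemented HEPES buffer, pH 7.1. Compound: one 5.6 µM dose […]. Schedule: 15 min preincubation plus 25 min reaction at 25 °C. Technique: Epi-absorbance fluorescence, 480 nm excitation, 530 nm emission.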
MEKK3 PB1 HTS – modulators of MEKK3-MEK5 PB1 binding, primary screen, biochemical, wildtype MEKK3, multiplex bead flow cytometry, Alexa488-MEK5 | bead-based flow cytometry, Alexa488-MEK5 binding to MEKK3; actives lie on both sides; 0 = blocked by unlabeled MEK5, 100 = vehicle | binding response (% of control), % at 10 µM | hit rate 1.4% among 290,000;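 active means binding response more than 3 SD above or below the average of its plate-row segment, actives on both sides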;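 further: Alexa488 bead fluorescence after subtracting the streptavidin-only scavenger bead signal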
SUMO HTRF inh – inhibitors of in vitro SUMOylation cascade, primary screen, biochemical, HTRF, uHTS; HTRF SUMOylation assay, SAE1/SAE2 + UBC9; inhibition, % at 35 µM; hit rate 0.36% among 290,000; SUMO-conjugating enzyme UBC9 (Homo sapiens), P63279; in the data active means inhibition above about 50%, passing the limit was not always enough; further: strong numbers were not always called active
VIM-2 inh – VIM-2 metallo-beta-lactamase inhibitors, primary screen, biochemical, epi-absorbance readout, Pseudomonas aeruginosa enzyme; purified VIM-2, nitrocefin hydrolysis, epi-absorbance fluorescence; inhibition, % at 5.6 µM; hit rate 0.89% among 290,000;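 active means inhibition above the mean of all tested compounds plus 3 SD, cutoff set per screening run, cut at about 7.5% in these data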;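 further: red hydrolysis product quenches plate fluorescence so inhibitors raise well fluorescence; 0% = enzyme with DMSO and 100% = DMSO without enzyme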
FID counter – compounds displacing fluorescent DNA intercalator, primary screen, artefact control for HCV NS3 helicase inhibitor project, biochemical, FID fluorescence; DNA fluorescent intercalator displacement; hit rate 0.17% among 290,000; inhibition, % at 7.9 µM; in the data active means inhibition above about 37%;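 further: 0% = vehicle and 100% = reference compound; higher means more ethidium bromide displaced from hairpin DNA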
HCV NS3 hel inh – inhibitors of HCV NS3 helicase, primary screen, biochemical, Cy5 molecular beacon fluorescence | Hepatitis C virus NS3 helicase | NS3 helicase DNA unwinding | inhibition, % at 10.9 µM | hit rate 0.56% among 290,000 | AID 1800, 2009;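 active means inhibition above the mean of all tested compounds plus 3 SD, set per campaign, cut at about 35% in these data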;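 further: 0% = DMSO wells and 100% = thioflavine S control wells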
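Measured by: Cy5 fluorescence, 0 and 60 min reads / Assay system: NS3 helicase fragment of HCV / Control set: low DMSO, high thioflavine S at 110 µM / Times: 1 h reaction at 25 °C, ATP-initiated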
IDE act – human IDE activators in live cells, primary screen, fluorescence polarization, HEK cells, FAbeta-B substrate. Insulin-degrading enzyme (Homo sapiens), P14735. FAbeta-B cleavage; 0% vehicle, 100% cell-free pure enzyme wells. activation, % at 5.96 µM. hit rate 0.073% among 340,000. AID 493087, 2011;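 active means activation above the mean of all tested compounds plus 3 SD, set per screening campaign, cut at about 17% in these data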
PHOSPHO1 inh – PubChem AID 1565 | recombinant PHOSPHO1, absorbance phosphatase assay | Phosphoethanolamine/phosphocholine phosphatase (Homo sapiens), Q8TCT1 | hit rate 1.1% among 290,000 | inhibition, % at 13.3 µM; in the data active means inhibition above about 60%
* hit, by the source's call; . = not tested or not shown; [ ] = another dose, or the depositor's remark. This is a subset; count on the stated rates, not on these rows.

SMILES | p-CIP stab down | IMP-1 inhibitor | MEKK3 PB1 HTS | SUMO HTRF inh | VIM-2 inh | FID counter | HCV NS3 hel inh | IDE act | PHOSPHO1 inh
O=[N+]([O-])c1cc2c(cc1/C=N/Nc1nc(Nc3ccccc3)nc(N3CCCCC3)n1)OCO2 | 1 | -2.8 | 103 | 4 | -4.1 | -5 | -19 | -3 | -14
COc1ccccc1OCC(=O)Nc1ccc(O)cc1C(=O)O | 3 | -3.9 | 107 | 7 | -4.6 | -3 | -5 | -3 | -14
COc1ccc(CC(=O)Nc2ccccc2-c2ccccc2)cc1OC | -14 | -2.5 | 99 | 4 | -1.9 | -22 | -1 | 2 | 8
CC12CC3(C)CC(C)(C1)CC(C(=O)Nc1nn[nH]n1)(C2)C3 | -8 | -3.3 | 81*[inhibitor] | 15 | -3.8 | -18 | 16 | -8 | 2
CC(C)NC(=S)N(C)C1(c2ccccc2Cl)CCCCC1=O (stereo not given) | 0 | -3.7 | 100 | -10 | -2.5 | -12 | -5 | 2 | -15
COCC(=O)N1CCC(Oc2ccc(C(=O)N3CCCCC3COC)cc2)CC1 (stereo not given) | 5 | -0.8 | 103 | 12 | 0.6 | -22 | 1 | 5 | 17
CCCn1c(SCC(=O)NC2CCCC(C)C2C)n[nH]c1=O (stereo not given) | -4 | -1.1 | 100 | 2 | -3.8 | -5 | 0 | 10 | 0
CC1(C)CC(CC(=O)NNc2nc(-c3ccccc3)cs2)C(=O)O1 (stereo not given) | 2 | -3.5 | 107 | 15 | -2.4 | -18 | 24 | -3 | -5
COCCNC(=O)CSc1nc2sccc2c(=O)n1-c1ccccc1 | -16 | -1.7 | 100 | 11 | 0.3 | -14 | 6 | -4 | 19
CCOP(=O)(OCC)C(NCc1ccccc1)c1ccc(Br)cc1 (stereo not given) | -19 | -1.1 | 99 | -20 | -1.3 | -12 | 3 | 3 | 7
COC(=O)c1cc(OC)c(OC)cc1NC(=O)Nc1ccccc1F | -7 | -3.8 | 114 | 6 | -2.3 | -3 | 6 | . | 37
O=C(CNc1ccc2ccccc2c1)N/N=C/c1ccncc1 | -7 | -3.0 | 104 | -24 | -0.1 | 0 | 9 | -1 | 42
CCOCC(=O)Nc1nc2c(s1)C(=O)CC(C)(C)C2 | -12 | -2.4 | 114 | -10 | -1.5 | -7 | 4 | 8 | 22
CC(=NCCCn1ccnc1)c1c(C)[nH]n(-c2ccc([N+](=O)[O-])cc2)c1=O | -21 | -2.5 | 112 | 17 | 13* | 5 | 7 | 0 | -21
CC1(C)CC(=O)C(C=NCCN2CCN(C(=S)Nc3cccc(Cl)c3)CC2)=C(O)C1 | -19 | -5.6 | 103 | -15 | -1.4 | -9 | 6 | 2 | 0
CCCC(=O)NC(=S)c1c(C)n(C)n(-c2ccccc2)c1=O | 0 | -1.1 | 92 | 11 | -2.2 | -2 | -1 | 2 | -31
CCC(=O)c1ccc(OC(=O)/C=C/c2cc(OC)c(OC)c(OC)c2)cc1 | -2 | -2.1 | 108 | 10 | -0.9 | -31 | -9 | -3 | 20
O=C(NC1CCCC1)C1=COCCO1 | -5 | -1.5 | 101 | 10 | -2.0 | -3 | 2 | 2 | -9
COC(=O)C1=C(C)NC2=C(C(=O)CC(C)(C)C2)C1c1ccsc1 (stereo not given) | 0 | 2.3 | 114 | 23 | -1.4 | -10 | 7 | -1 | 10
CCCCCOC(=O)C(C)c1c(C)[nH]c(=S)[nH]c1=O (stereo not given) | 2 | -5.5 | 106 | 8 | -1.3 | -10 | 9 | -4 | 3
COc1ccc(C)cc1NC(=O)C(C)N1CCOCC1 (stereo not given) | 0 | -0.4 | 104 | 6 | 1.7 | 1 | 0 | 4 | .
Cc1ncc([N+](=O)[O-])n1S(=O)(=O)c1cc(Br)ccc1Br | -13 | -5.2 | 103 | 13 | -1.9 | 6 | -4 | 5 | 20
CCCc1nnc(NS(=O)(=O)c2ccc(OC)cc2)s1 | -5 | -2.2 | 102 | -4 | -1.4 | -12 | 9 | 3 | 5
CCOc1ccc2noc3c2c1C(=O)c1ccccc1-3 | 10 | -0.4 | . | 8 | 2.7 | 2 | 0 | 44* | 62*
O=C(CSCc1ccccc1)N/N=C/c1ccc(OCC(=O)N2CCCCC2)cc1 | -1 | -5.0 | 106 | 17 | -4.4 | -29 | 9 | 4 | -4
O=C(CN1C(=O)NC2(CCCC2)C1=O)N1CCc2ccccc2C1 | -7 | -0.8 | 97 | 7 | -0.1 | -1 | 0 | 2 | 46
Cc1nnc(NC(=O)C23CC4CC(CC(C4)C2)C3)s1 | -10 | 0.1 | 107 | 6 | -1.5 | -10 | 3 | -1 | 33
CCOC(=O)N1CCN(C(=O)CSCc2ccc(Br)cc2)CC1 | -17 | -2.6 | 111 | 11 | -5.5 | -29 | 5 | -1 | 21
O=C1OC(c2ccc3c(c2)OCO3)=N/C1=C\c1ccc(C(=O)O)cc1 | -3 | -2.6 | 105 | 16 | -1.5 | -8 | 23 | 5 | 31
CN(C)CCCN(C(=O)c1ccc(C(=O)c2ccccc2)cc1)c1nc2c(F)cccc2s1 | 12 | 0.0 | 108 | 8 | 1.7 | 22 | -29 | 10 | 32
CN(C)CCNS(=O)(=O)c1ccc(N2CCN(c3ccc(F)cc3)CC2)c([N+](=O)[O-])c1 | 1 | -3.4 | 100 | 12 | 15* | 38* | -79 | 7 | -1
Cc1ccc(CNC(=O)Cn2ccc3cc(S(=O)(=O)N4CCCC4)ccc32)o1 | -5 | -2.7 | 96 | 5 | -0.4 | -16 | 5 | 5 | 35
CN(C)S(=O)(=O)c1cc(C(=O)O)c(NC2CCCCC2)cc1Cl | 12 | -6.9 | 101 | 5 | -1.0 | -33 | 15 | 5 | 13
CCC(C)(C)C(=O)Nc1ccc(C(N)=O)cc1 | 10 | 0.1 | 102 | -10 | 0.5 | 0 | 2 | 5 | 5
O=Cc1cccn1-c1c(C(=O)O)cnn1-c1ccccc1 | -1 | 2.3 | 98 | 17 | -1.1 | -8 | -1 | 8 | -11
CN(Cc1cnccn1)Cc1nc(Cc2cccc(F)c2)no1 | -2 | -1.9 | 102 | 7 | -1.8 | -6 | 5 | -1 | 57
O=C(c1cc(COc2cccc(C(F)(F)F)c2)on1)N1CCC(c2ccncc2)CC1 | -24 | -2.9 | 100 | -7 | -2.3 | -34 | -16 | 2 | 15
CCCCOc1ccc(OCCCN2CCOCC2)cc1 | -10 | -2.7 | 92 | -11 | -2.6 | 6 | -3 | -2 | -16
O=C(COC(=O)Cn1cnc2ccccc2c1=O)Nc1ccc(Cl)c(C(F)(F)F)c1 | 1 | 1.1 | 89 | -13 | -0.3 | -3 | -10 | -1 | -16
Cc1ccc(C(=O)OCC(=O)c2ccc[nH]2)s1 | 6 | -0.3 | 90 | 7 | 1.9 | -14 | 6 | 1 | -11
CC(C)C(=O)Nc1cccc(C(=O)Nc2nnc(C(C)C)s2)c1 | 15 | -0.7 | 89 | 5 | 1.1 | -16 | 12 | -2 | 13
O=C(Nc1ccc(Cl)cn1)c1cccnc1 | 0 | -2.9 | 113 | -6 | -2.6 | -1 | 5 | 2 | 27
CC(=O)c1cccc(NC(=O)C2C(c3ccccc3)C2(Cl)Cl)c1 (stereo not given) | -6 | -2.8 | 107 | 4 | -2.6 | -12 | -12 | -9 | -1
O=C(c1cccs1)N1CCN(Cc2cccnc2)CC1 | -8 | . | 100 | 23 | . | . | . | 4 | -8
CCOc1ccc(C(=O)N[C@H](C(=O)O)C(C)C)cc1 | 4 | -3.8 | 85 | -1 | -2.0 | 1 | 9 | 15 | 0
COCC1CCN(C(=O)C2CCC(=O)N(CCc3cccc(F)c3)C2)CC1 (stereo not given) | 3 | -3.6 | 103 | -9 | -3.6 | -24 | -7 | -2 | 9
COC(=O)c1ccccc1OCc1cccc(C)n1 | 0 | -1.7 | 99 | -24 | -0.7 | -7 | 2 | -3 | 1
COc1ccc(NC(=S)N2CCN(c3ccccn3)CC2)cc1OC | -10 | -4.0 | 97 | 18 | -1.6 | 1 | 0 | 0 | -11
COc1ccc(S(=O)(=O)NC2CCCCCC2)c(OC)c1 | 6 | -2.9 | 102 | 6 | -1.7 | -28 | -11 | -1 | 24
O=C(OCc1ccccc1Cl)c1cccnc1Cl | -14 | -0.7 | 105 | 1 | -1.3 | -7 | 0 | 2 | -1
O=C(NCCCN1CCOCC1)c1ccc(Cl)cc1[N+](=O)[O-] | -16 | -1.9 | 108 | 7 | 0.2 | 1 | -2 | 2 | 37
COc1ccc(NS(=O)(=O)c2cccc(NC(=O)COc3ccc(OC)cc3)c2)cc1 | -8 | -3.3 | 83 | -7 | -4.0 | -18 | -6 | 8 | -1

By substructure: those above with fluorine
SMILES | p-CIP stab down | IMP-1 inhibitor | MEKK3 PB1 HTS | SUMO HTRF inh | VIM-2 inh | FID counter | HCV NS3 hel inh | IDE act | PHOSPHO1 inh
COC(=O)c1cc(OC)c(OC)cc1NC(=O)Nc1ccccc1F | -7 | -3.8 | 114 | 6 | -2.3 | -3 | 6 | . | 37
CN(C)CCCN(C(=O)c1ccc(C(=O)c2ccccc2)cc1)c1nc2c(F)cccc2s1 | 12 | 0.0 | 108 | 8 | 1.7 | 22 | -29 | 10 | 32
CN(C)CCNS(=O)(=O)c1ccc(N2CCN(c3ccc(F)cc3)CC2)c([N+](=O)[O-])c1 | 1 | -3.4 | 100 | 12 | 15* | 38* | -79 | 7 | -1
CN(Cc1cnccn1)Cc1nc(Cc2cccc(F)c2)no1 | -2 | -1.9 | 102 | 7 | -1.8 | -6 | 5 | -1 | 57
O=C(c1cc(COc2cccc(C(F)(F)F)c2)on1)N1CCC(c2ccncc2)CC1 | -24 | -2.9 | 100 | -7 | -2.3 | -34 | -16 | 2 | 15
O=C(COC(=O)Cn1cnc2ccccc2c1=O)Nc1ccc(Cl)c(C(F)(F)F)c1 | 1 | 1.1 | 89 | -13 | -0.3 | -3 | -10 | -1 | -16
COCC1CCN(C(=O)C2CCC(=O)N(CCc3cccc(F)c3)C2)CC1 (stereo not given) | 3 | -3.6 | 103 | -9 | -3.6 | -24 | -7 | -2 | 9
